Screening data (PubChem BioAssay)
SR-BI HDL uptake = blocks mouse SR-BI lipid uptake from DiI-HDL; ldlA[mSR-BI] CHO cells, DiI-HDL uptake fluorescence, 3 h; inhibition, % at 12.5 µM; hit rate 0.96% among 320,000; AID 488896;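 active = mean replicate inhibition of at least 70% and a set share of replicates each scoring 70 or more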;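 note: 0% = median of neutral control wells and 100% = median of positive control wells; values of inactives mirror those of a sister screen read the other way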
PfHsp90 set2 = reduces growth (ATP signal) of yeast expressing P. falciparum Hsp90; S. cerevisiae expressing PfHsp90, BacTiter-Glo ATP, 48 h; yeast lacking PDR1 and PDR3 efflux regulators; inhibition, % at 9.4 µM; hit rate 0.32% among 310,000;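 active = every replicate shows inhibition above about 80%, whatever the replicate mean, limit read from the data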;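 note: 0% = DMSO neutral controls and 100% = 20 µM radicicol positive controls; yeast relying on Plasmodium falciparum Hsp90 in place of its own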
PvdQ acylase = blocks Pseudomonas aeruginosa PvdQ acylase activity | purified PvdQ acylase, fluorescence plate reader | inhibition, % at 10 µM | hit rate 0.063% among 340,000 | AID 488965; in the data active = inhibition above about 30%, passing the limit was not always enough;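 note: 0% = vehicle neutral wells and 100% = reference inhibitor wells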
Rtt109 HAT inh = C. albicans Rtt109 histone acetyltransferase inhibition. AID 540336. hit rate 0.16% among 330,000. inhibition, % at 34.9 µM. purified Rtt109/Vps75, ThioGlo CoA-SH fluorescence, 4 h. Q5AAJ8;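 active = inhibition of at least 50% in every replicate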
Target sequence (Q5AAJ8 whole entry, looked up): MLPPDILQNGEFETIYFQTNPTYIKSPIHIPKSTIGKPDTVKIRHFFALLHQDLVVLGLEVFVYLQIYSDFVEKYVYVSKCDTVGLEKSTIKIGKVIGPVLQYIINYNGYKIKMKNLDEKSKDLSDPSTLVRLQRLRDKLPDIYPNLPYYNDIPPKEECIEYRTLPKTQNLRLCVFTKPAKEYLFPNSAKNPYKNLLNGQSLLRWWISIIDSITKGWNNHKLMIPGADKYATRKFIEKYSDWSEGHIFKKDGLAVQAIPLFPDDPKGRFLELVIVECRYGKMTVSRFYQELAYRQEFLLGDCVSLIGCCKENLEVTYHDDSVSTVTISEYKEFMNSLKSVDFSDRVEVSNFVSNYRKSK
CAL PDZ FP-1 = CAL PDZ (human) peptide binding inhibition; inhibition, % at 24.9 µM; AID 602252; purified CAL PDZ, TMR-peptide fluorescence polarization, 1 h; Q9HD26; hit rate 0.92% among 300,000;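 active = mean inhibition of at least 30% with at least half of replicates also reaching 30%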;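 note: 0% = DMSO neutral control and 100% = excess unlabeled competitor peptide PRC23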
NSD2 inh = NSD2 (human) methyltransferase inhibition | O96028 | NSD2 peptide methylation, AlphaScreen, 120 min | inhibition, % at 12.5 µM | hit rate 0.54% among 310,000; in the data active = inhibition above about 50%
SR-BI uptake up = enhances SR-BI lipid uptake from DiI-HDL; activation, % at 12.5 µM; hit rate 0.096% among 320,000; CHO ldlA[mSR-BI] cells, DiI-HDL uptake fluorescence, 3 h; 100 = double the neutral-control signal; AID 504775;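 active = mean replicate activation of at least 60% and every replicate at or above 60%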;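 note: 0% = median plate neutral-control signal and 100% = twice that signal; values of inactives mirror those of a sister screen read the other way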
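Assay system: LDL receptor-deficient CHO ldlA cells overexpressing murine SR-BI / Medium: BSA-supplemented, HEPES-buffered Ham's F12, pH 7.4 / Probe or stimulus: DiI-labelled HDL at 10 µg/mL final / Timing: compound with DiI-HDL co-incubation, 3 h at 37 °C / Technique: bottom-read cell fluorescence after medium removal, ex 550/em 595 nm / Measure: HDL uptake via cellular fluorescence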
MITF act = activators of MITF-driven TRPM1 promoter activity in SK-MEL-5 cells | SK-MEL-5 TRPM1-promoter luciferase, 24 h; % of positive control, neutral wells = 0 | hit rate 0.75% among 300,000 | activation, % at 12.5 µM;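 active = mean activation of at least 80% with every replicate also reaching 80%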;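 note: 0% = neutral control wells and 100% = parthenolide positive control wells; values of inactives mirror those of a sister screen read the other way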
dFosB act = mouse delta FosB homodimer activation. hit rate 0.99% among 340,000. activation, % at 25 µM. purified delta FosB, TAMRA-CDK5 oligo fluorescence polarization; percent of positive-control signal above neutral wells;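 active = mean activation above about 17%, with every replicate also reaching it, limit read from the data, passing the limit was not always enough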;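 note: fluorescence polarization rise as delta FosB binds a TAMRA Cdk5 AP-1 oligo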
Target sequence (P13346 whole entry, looked up): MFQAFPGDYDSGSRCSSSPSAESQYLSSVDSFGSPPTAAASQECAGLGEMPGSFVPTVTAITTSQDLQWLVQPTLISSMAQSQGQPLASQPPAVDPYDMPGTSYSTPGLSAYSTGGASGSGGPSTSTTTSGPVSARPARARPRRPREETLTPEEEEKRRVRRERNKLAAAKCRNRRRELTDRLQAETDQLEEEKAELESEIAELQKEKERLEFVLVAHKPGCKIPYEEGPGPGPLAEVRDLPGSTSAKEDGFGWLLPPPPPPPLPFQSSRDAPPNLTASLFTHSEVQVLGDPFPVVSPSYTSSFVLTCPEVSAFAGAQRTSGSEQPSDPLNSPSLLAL
CAL PDZ FP-2 = blocks peptide binding to human CAL PDZ domain | Q9HD26 | purified CAL PDZ, TMR-peptide fluorescence polarization, 1 h | inhibition, % at 20 µM | hit rate 0.02% among 330,000 | AID 504414;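 active = highest replicate inhibition of at least 40%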;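 note: plate controls were DMSO neutral control wells for no effect and unlabeled competitor peptide control wells for full effect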
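Test system: purified CerCALP PDZ construct; Compound dosing: one concentration, 20 µM compound; Also added: TMR-labelled reporter peptide T*-PRC34 bound in PDZ groove; Read-out: inhibition from polarization loss; Controls: unlabelled peptide and DMSO controls; Signal: FP readout, S and P plane fluorescence; Incubation: 1 h at RT.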
* marks the source's active call; other numbers are inactive results; . = not tested or not shown; & = joins results of further samples; ! = repeats disagree.

SMILES	SR-BI HDL uptake	PfHsp90 set2	PvdQ acylase	Rtt109 HAT inh	CAL PDZ FP-1	NSD2 inh	SR-BI uptake up	MITF act	dFosB act	CAL PDZ FP-2
CCCCNC(=O)Cc1ccc(C)cc1	-11	-13	-8	3	-4	-1	11	0	1	-1.0
COc1cccc(/C=N\NC(=O)C2C(=O)NCC2c2ccccc2)c1O (configuration not stated)	-29	-13	-23	6	-1	3	29	-8	-5	-2.8
CC1CCCCC1NC(=O)COC(=O)c1c2c(nc3ccccc13)/C(=C/c1ccco1)CC2 (configuration not stated)	-19	-15	-28	0	-3	3	19	-3	-11	0.2
CCOc1ccc(N2C(=O)CC(N(CCc3ccccc3)C(=O)/C=C/C(=O)O)C2=O)cc1 (configuration not stated)	-20	-6	-4	2	7	2	20	-3	3	-0.8
COc1ccc(OC)c(C2C(C(=O)Nc3cccnc3)=C(C)NC3=C2C(=O)CCC3)c1 (configuration not stated)	-17	.	-10	.	-3	0	17	.	1	-1.1
Cc1ccccc1NC1=NC(=S)N(c2ccccc2)C12CCCCC2	-9	-26	1	-1	-5	11	9	-16	2	-1.1
CCN(Cc1cc2ccccc2[nH]c1=O)C(=O)C1CCCCC1	-7	7	-10	-2	0	0	7	3	-5	-3.1
C/C(=N\NC(=O)CCC(=O)Nc1ccc(C)c(C)c1)C1CC1	-25	9	-5	-7	2	1	25	-6	0	1.5
Cc1nn(C)cc1/C=N/NC(=S)Nc1ccc(Cl)cc1Cl	46	-9	-9	6	-2	-4	-46	16	34*	-0.7
COc1ccc(/C(=C/c2ccc(OC(F)F)c(OC)c2)C(=O)O)cc1OC	-55	9	-1	0	-4	-1	55	4	3	-0.6
Cc1cc(NC(=O)CCN2C(=O)/C(=C\c3ccccc3Cl)SC2=S)no1	16	-52	-15	2	-2	0	-16	3	10	-1.3
CCOC(=O)c1cn(-c2ccccc2)nc1-c1ccncc1	30	-57	18	11	-2	-1	-30	.	-4	-2.6
Cc1ccc(NS(=O)(=O)c2ccc(OCC(N)=O)cc2)cc1	-1	22	-20	24	-1	2	1	12	-8	0.7
CCC(C)(C)NC(=O)CN(C(=O)C(=O)Nc1ccc2c(c1)OCCO2)C(C)(C)CC	-16	-23	-8	0	.	2	16	-8	-9	-1.1
CCNC(=S)NNC(=O)c1cc(-c2ccc(OCC)cc2)nc2ccccc12	65	.	3	-1	.	13	-65	-22	-18	-3.0
O=C1NC(=O)C(c2ccccc2)N1 (configuration not stated)	-19	.	-9	-2	.	-1	19	-5	-1	-1.2
Cc1cc(NC(=O)CSc2nc3ccccc3c(=O)n2CCCC(=O)NCc2ccco2)n[nH]1	-1	-21	-9	7	-3	-2	1	.	-5	0.6
Cn1cccc1C(=O)NCCc1ccccc1	-2	12	7	.	0	4	2	0	-3	-2.0
O=C(Nc1ccc2oc(-c3cccnc3)nc2c1)c1ccc([N+](=O)[O-])o1	16	-108	-7	-4	0	-3	-16	-70	-5	0.1
CCN(CC)S(=O)(=O)c1cc(C(=O)Nc2ccccc2[N+](=O)[O-])ccc1Cl	5	-7	-7	-3	-1	-5	-5	-11	-4	-2.7
O=c1[nH]cc(O)c(=O)[nH]1	-28	-12	-6	14	-1	.	28	2	-1	0.4
NC(N)=NS(=O)(=O)c1ccc(NC(=S)NC(=O)c2sc3ccccc3c2Cl)cc1	9	-42	-5	11	-2	1	-9	-5	29*	-3.8
Cc1cc(-c2onc(C)c2C(=O)O)no1	-5	13	19	4	.	-2	5	8	4	0.8
COc1cccc(CN2CCNC(=O)C2CC(=O)NC2CCCCC2)c1OC (configuration not stated)	-55	-2	-8	2	0	7	55	15	-6	-2.8
Cc1ccc(NC(=O)NC(=O)CN2CCN(c3ccc(O)cc3)CC2)c(C)c1	.	9	-12	0	.	20	.	-7	-6	0.0
CCOc1ccc2nc(N3CCCC(C(=O)NCC4CCCO4)C3)sc2c1 (configuration not stated)	.	-8	4	48	.	1	.	41	-7	0.0
CCn1nc(C)cc1C(=O)N1CCCC(C(=O)c2cccc(OC)c2)C1 (configuration not stated)	-3	-5	-3	-2	-2	1	3	11	-2	0.6
Cc1ccc(NC(=O)CN(C)C(=O)Cn2nnc(-c3ccccc3)n2)cc1	-10	-23	-10	3	2	35	10	3	-1	-2.7
Cc1ccc(S(=O)(=O)N2CCN(Cc3nc4ccccc4n3C)CC2)cc1	12	33	-5	-7	-7	8	-12	-12	-6	-1.0
CCCCCCCCCCOC(=O)Cn1c(COc2ccc(OC)cc2)[n+](C)c2ccccc21	-6&-52	108*!	-4&-20	84*!	-4	6&11	6&52	-85	40*!	-0.3&-2.2
CCOC(=O)c1sc(=S)n(C)c1NC(=O)c1ccc(OC)cc1	1	-2	2	.	-4	-2	-1	.	-7	-0.1
Cc1ccccc1NS(=O)(=O)c1cc(C(=O)N2CCCC2)ccc1C	29	-2	1	-1	0	-2	-29	-1	-2	-0.9
CC(C)OCCOc1ccc2oc(-c3ccco3)cc(=O)c2c1	20	6	1	-1	.	0	-20	53	-30	-1.5
CCCCCCSc1ccc([C@H]2N[C@@](Cc3ccccc3)(C(=O)OC)[C@H]3C(=O)N(CC)C(=O)[C@@H]23)cc1	1	6	3	5	1	.	-1	-12	0	-1.1
Cn1c(=O)[nH]c(=O)c2c1nc1n2CCS1	-21	-14	4	1	-2	-5	21	-3	1	0.1
COC(=O)c1ccc(NC2CC(=O)N(c3ccccc3C)C2=O)cc1 (configuration not stated)	.	11	-7	3	1	0	.	-1	-3	-1.6
CSCCC(NS(=O)(=O)c1ccc(Cl)cc1)C(=O)OCc1cccc(Cl)c1 (configuration not stated)	.	-5	-8	1	-2	-1	.	-3	-8	-1.0
COc1ccc2c(=O)c(-c3ccccc3C)c(C)oc2c1	-1	-15	-10	-1	-7	-1	1	-3	-6	-1.8
O=C(c1ccc(-c2ccccc2)cc1)N1CCN(c2ccccn2)CC1	-4	-67	-11	.	78*	2	4	-6	-11	-0.6
COc1ccc(Cn2ccnc2SCC(=O)Nc2ccccc2F)cc1	-20	17	-7	-3	.	-3	.	5	10	-0.8
NC(=O)c1ccc(SCC(=O)OCC(=O)NCc2ccco2)c([N+](=O)[O-])c1	10	-2	-9	-2	-1	-14	-10	4	-4	-0.6
O=C(N/N=C1\CC(c2ccccc2)Oc2ccccc21)c1cccnc1 (configuration not stated)	36	-10	-3	-3	0	2	-36	-5	0	-0.9
COC(=O)C1=C(C)NC(c2c(O)ccc3ccccc23)C(C(=O)OC)=C1C (configuration not stated)	-5	2	2	-2	-2	-4	5	2	-7	0.1
c1ccc2c(c1)CC1(CCCC1)n1nnnc1-2	-18	.	5	-2	-7	1	18	3	-2	.
C[C@@H]1CN([C@@H](C)CO)C(=O)c2cc(NS(C)(=O)=O)ccc2O[C@@H]1CN(C)Cc1ccc(C(F)(F)F)cc1	-2	-8	9	10	-3	.	2	4	-2	0.2
CC(C)N(C(=O)[C@H]1CC(CC(=O)NCCCN(C)C)C(=O)N2CCc3c([nH]c4ccccc34)[C@]12C)C(C)C (some centres not stated)	-15	3	-1	-2	-1	.	15	3	-10	-2.2
CCOC(=O)c1[nH]c2cc3c(cc2c1CCCN1C(=O)c2ccccc2C1=O)OCCO3	16	16	-5	-7	-2	0	-16	4	-6	0.4
O=C(CCC(=O)Nc1ccccc1)N/N=C/c1ccco1	-17	2	-3	3	3	-1	17	4	7	-0.4
CCN(C(=O)CSc1nnc(-c2ccc(Cl)cc2)n1C)C1CCS(=O)(=O)C1 (configuration not stated)	-12	-9	5	10	-2	-1	12	-7	-7	-1.0
O=C1C(=O)N(CCCn2ccnc2)C(c2cccc(Br)c2)/C1=C(\O)c1ccc2c(c1)OCCO2 (configuration not stated)	-11	-4	4	15	-2	.	11	-2	-13	-2.3
CC1CCN(c2ccc([N+](=O)[O-])cc2C(N)=O)CC1	-4	26	-5	-7	-1	-4	4	-1	-5	-1.7
CN(CCC#N)C(=O)COC(=O)C1c2ccccc2Oc2ccccc21	3	-115	-6	-25	-5	25	-3	3	-13	-2.4
O=C(CN1C(=O)c2ccccc2S1(=O)=O)Nc1ccc(S(=O)(=O)N2CCCCCC2)cc1	-7	.	-6	-8	-5	-2	7	.	-11	-0.8
Cc1ccc(CN(C(=O)c2ccco2)C(C(=O)NC2CCCC2)c2cccnc2)cc1 (configuration not stated)	6	5	-10	-2	-3	-2	-6	-11	-9	24
COc1cccc(CN(C(=O)/C=C/c2ccc(Cl)cc2)C2CCS(=O)(=O)C2)c1 (configuration not stated)	-10	14	-15	-5	.	0	10	13	-16	-0.6
CC(=O)Nc1ccc(C(=O)NNC(=O)c2ccc(Cl)cc2)cc1	-5	4	-11	1	.	1	5	.	7	-0.8
COc1ccc([C@H]2CC(=O)C=C(c3ccc(OC(F)(F)F)cc3)C2)cc1	.	2	-7	-10	1	.	.	7	-3	-1.3
CCCNC(=O)N1CCN(C(=O)NCCC)CC1	-11	-35	5	9	-3	-23	11	0	0	-0.6
O=C(O)C1Cc2[nH]cnc2C(c2ccccc2O)N1 (configuration not stated)	-31	-20	-8	4	-5	-1	31	-10	2	1.2
COc1cccc(NC2=NCCCCC2)c1	4	3	-14	-2	0	.	-4	-2	-2	0.7

Continuation:
SMILES	SR-BI HDL uptake	PfHsp90 set2	PvdQ acylase	Rtt109 HAT inh	CAL PDZ FP-1	NSD2 inh	SR-BI uptake up	MITF act	dFosB act	CAL PDZ FP-2
CCOCCCNC(=O)c1c(C)c(C(=O)OCC)n(C)c1C	4	.	-17	-8	-1	-2	-4	3	5	-2.4
Cc1n[nH]c(C)c1S(=O)(=O)N1CCCC(C(=O)Nc2ccc(Br)cc2)C1 (configuration not stated)	6	-4	-10	-1	-6	15	-6	9	1	-2.1
CN(CC(=O)Nc1ccccc1Cl)C(=O)C1CCN(C(=O)c2ccc(Cl)cc2)CC1	9	-19	-5	-4	-2	-1	-9	0	-10	-1.8
COC(=O)c1cc(S(=O)(=O)N2CCN(Cc3ccccc3)CC2)cn1C	-19	-4	-7	-6	.	.	19	-2	-11	-0.9
Cn1c(CCCCCN)nc2ccccc21	12	2	6	22	-4	1	-12	1	-9	-4.0
CC(C)OCCCNC(=O)CN1C(=O)/C(=C/c2ccccc2F)Oc2ccccc21	7	3	-4	3	-3	-3	-7	-9	2	-1.6

2 compounds picked at random from the list so far:
SMILES	SR-BI HDL uptake	PfHsp90 set2	PvdQ acylase	Rtt109 HAT inh	CAL PDZ FP-1	NSD2 inh	SR-BI uptake up	MITF act	dFosB act	CAL PDZ FP-2
Cc1n[nH]c(C)c1S(=O)(=O)N1CCCC(C(=O)Nc2ccc(Br)cc2)C1 (configuration not stated)	6	-4	-10	-1	-6	15	-6	9	1	-2.1
CN(CC(=O)Nc1ccccc1Cl)C(=O)C1CCN(C(=O)c2ccc(Cl)cc2)CC1	9	-19	-5	-4	-2	-1	-9	0	-10	-1.8
